# Compound activity from PubChem.
# Lung fibro prol: antiproliferative effect on LL 47 fibroblasts – human, LL 47 cells, CellTiter-Glo luminescence, primary screen; LL 47 human lung fibroblast viability, ATP luminescence; active compounds read low; viability, % at 10 µM; hit rate 1.1% among 85,000;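 active = viability at or below 50% in the single dose screen; inactive = viability above 50%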;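 note: compound exposure lasted 72 h before the ATP readout; 100% = median luminescence of untreated cell-only wells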
#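 Times – overnight cell rest, 72 h compound treatment at 37 °C · Test system – human lung fibroblast line LL 47, low passage · Amount – 1,150 cells in each well · Controls – cell-only wells, no compound · Doses – 0.1% DMSO in all compound wells · Measured by – CellTiter-Glo luminescence · Buffer or medium – IMEM plus 15% FBS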
# sEH inhibitor: soluble epoxide hydrolase inhibitors, primary screen, biochemical, human sEH | Bifunctional epoxide hydrolase 2 (Homo sapiens), P34913 | recombinant human sEH enzymatic activity assay | inhibition, % at 2 µM | hit rate 0.34% among 91,000 | AID 707, 2007; in the data active = inhibition above about 80%; note: values of inactives mirror those of a sister screen read the other way; many of its hits are not listed in these tables
# Target sequence (P34913 whole entry, looked up): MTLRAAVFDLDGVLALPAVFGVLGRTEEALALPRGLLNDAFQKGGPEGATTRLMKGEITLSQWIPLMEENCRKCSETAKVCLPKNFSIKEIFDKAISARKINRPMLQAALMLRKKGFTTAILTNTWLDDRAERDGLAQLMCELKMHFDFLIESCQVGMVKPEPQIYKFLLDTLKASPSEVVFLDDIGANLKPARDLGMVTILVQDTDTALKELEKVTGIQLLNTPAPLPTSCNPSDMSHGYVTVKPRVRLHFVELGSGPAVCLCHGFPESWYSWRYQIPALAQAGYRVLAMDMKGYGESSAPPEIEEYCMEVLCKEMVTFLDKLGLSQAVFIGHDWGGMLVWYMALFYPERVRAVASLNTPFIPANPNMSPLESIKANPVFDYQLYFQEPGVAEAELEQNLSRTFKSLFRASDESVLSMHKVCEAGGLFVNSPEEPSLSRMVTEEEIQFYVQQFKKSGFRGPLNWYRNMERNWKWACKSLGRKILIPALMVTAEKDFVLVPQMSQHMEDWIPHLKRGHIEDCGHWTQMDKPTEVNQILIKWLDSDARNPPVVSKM
# S1P2 agonist: S1P2 receptor agonists, primary screen, cell-based. Sphingosine 1-phosphate receptor 2 (Homo sapiens), O95136. S1P2-expressing cell line, agonist reporter read-out. activation, % at 4.5 µM. AID 729, 2007. hit rate 0.46% among 97,000; in the data active = activation above about 16%;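 note: 0% = vehicle low control and 100% = maximal reference agonist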
# Target sequence (O95136 whole entry, looked up): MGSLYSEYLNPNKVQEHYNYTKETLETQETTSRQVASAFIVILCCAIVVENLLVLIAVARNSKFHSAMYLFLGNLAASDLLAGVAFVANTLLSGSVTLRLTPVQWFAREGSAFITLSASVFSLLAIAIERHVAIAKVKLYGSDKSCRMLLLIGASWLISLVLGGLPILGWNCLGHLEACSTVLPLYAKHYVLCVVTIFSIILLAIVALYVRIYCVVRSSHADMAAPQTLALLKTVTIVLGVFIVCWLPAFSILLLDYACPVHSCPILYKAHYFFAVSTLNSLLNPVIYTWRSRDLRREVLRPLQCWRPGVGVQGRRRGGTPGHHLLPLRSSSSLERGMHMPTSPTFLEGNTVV
# H69AR growth 86K: proliferation blockers of H69AR lung cancer cells, primary screen, cell-based, human, 86K library; H69AR lung tumor viability, ATP luminescence, 72 h; active compounds read low; viability, % at 10 µM; hit rate 6% among 85,000; AID 598, 2007;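 active = viability at or below 40%; inactive = viability above 40%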;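 note: multidrug resistant small cell line overexpressing MRP-1 efflux transporter; 100% = mean luminescence of untreated control wells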
# PTPN22 act: LYP phosphatase activators, primary screen, biochemical, DiFMUP fluorescence, 2 µM. recombinant LYP; 0 = plate median, 100 = signal doubled. AID 697, 2007. Tyrosine-protein phosphatase non-receptor type 22 (Homo sapiens), Q9Y2R2. activation, % at 2 µM. hit rate 0.11% among 96,000;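 active = activation at 2 µM above a set limit, the mean plus 5 SD, cut at about 37% in these data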
# sEH act: soluble epoxide hydrolase activators, primary screen, biochemical, human sEH | Bifunctional epoxide hydrolase 2 (Homo sapiens), P34913 | purified human sEH enzymatic activity, activator screen | activation, % at 2 µM | hit rate 0.04% among 91,000 | AID 717, 2007; in the data active = activation above about 37%; note: values of inactives mirror those of a sister screen read the other way
# PostGolgi ctrl: growth inhibition of yeast control strain, primary screen, counter-screen for post-Golgi transport modulator project | efflux-deficient yeast background strain, growth absorbance A615, 16 h | inhibition, % at 10 µM | hit rate 5% among 98,000 | AID 738, 2007; in the data active = inhibition above about 30%
# HUVEC inhibit: inhibitors of HUVEC proliferation, primary screen, cell-based, 384-well. CellTiter-Glo luminescence, 72 h; active compounds read low. hit rate 1.1% among 86,000. viability, % at 10 µM (by protocol);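 active = viability at or below 30%; inactive = viability above 30%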;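 note: 100% = median luminescence of DMSO-only cell control wells on each plate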
# S1P2 antag: human S1P2 receptor antagonists, primary screen, cell-based; cell-based S1P2 antagonist assay, inhibition at 5 uM; hit rate 0.21% among 97,000; inhibition, % at 5 µM; Sphingosine 1-phosphate receptor 2 (Homo sapiens), O95136; in the data active = inhibition above about 45%;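 note: CRE beta-lactamase reporter cells expressing human S1P2 stimulated with S1P; 0% = agonist at EC80 alone and 100% = agonist plus reference antagonist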
# The depositor's hits bear a star; x = no result given. An excerpt; count on the stated rates, not on these rows.
SMILES	Lung fibro prol	sEH inhibitor	S1P2 agonist	H69AR growth 86K	PTPN22 act	sEH act	PostGolgi ctrl	HUVEC inhibit	S1P2 antag
CCc1nc(C)ccc1OCC(=O)N(CC)CC	96	8	-1	94	9	-7	0	91	-35
c1cncc(-c2noc(-c3cccc4ccccc34)n2)c1	87	0	0	72	-2	2	6	76	-13
COc1ccc(-c2cc(-c3c(O)c(OC)c4occc4c3OC)[nH]n2)cc1	71	-17	-6	40	-4	14	56*	49	-14
O=C(CSc1nnc(NC(=O)c2ccco2)s1)NC1CCCC1	x	10	0	x	4	-11	2	x	1
Oc1cnc2ccccc2c1CN1CCOCC1	95	8	-9	91	6	-9	2	80	-9
N#Cc1cc2ccccc2nc1SCc1ccccn1	95	-22	-7	68	-2	27	1	87	13
CCN(C(=O)c1cc(Cl)ccc1OC)c1ccccc1C	101	3	-3	107	15	2	x	104	-6
CCc1ccccc1NC(=O)N1C2CCCC1CC(NC(=O)C(C)(C)C)C2 (configuration not stated)	101	x	x	96	x	x	-2	98	x
CCOc1ccc(OCC)c(NC(=O)C2CCN(c3nn4c(=O)cc(C)nc4s3)CC2)c1	93	x	x	61	x	x	5	108	x
COc1ccc(-c2oc3ncn4nc(Cc5ccccc5)nc4c3c2-c2ccc(OC)cc2)cc1	103	-7	-3	85	6	11	3	86	-12
c1ccc(CCn2nnnc2CN2CCN(C3CCCC3)CC2)cc1	99	12	-2	94	-5	-7	4	98	-14
Cc1noc(NS(=O)(=O)c2ccc(NC(=O)CSc3nc4c(cc3C#N)CCCCC4)cc2)c1C	98	-8	-2	99	-4	4	8	83	-3
COc1ccccc1N1CCN(C(=O)Oc2ccccc2)CC1	112	-2	-1	78	1	2	9	105	-24
CCOC(=O)Cc1csc(/C(=N/O)C(N)=O)n1	94	12	-5	67	-8	-12	5	87	-14
COc1cc(CC(=O)OCC(=O)Nc2ncc(Cl)cc2Cl)cc(OC)c1OC	98	10	-3	97	-4	-10	-1	105	16
COc1ccc(NC(=O)C2CCCCN2S(=O)(=O)c2ccc(F)cc2)c(OC)c1 (configuration not stated)	100	6	1	88	-7	-6	8	90	-5
CC1CCCN(Cc2nc3c(c(=O)n(C)c(=O)n3C)n2CCc2ccccc2)C1 (configuration not stated)	92	3	-6	75	5	0	3	105	-5
COc1ccc(CC(=O)Nc2ccc(/C(C)=N/NC(=O)c3cccc([N+](=O)[O-])c3)cc2)cc1	x	-6	-6	x	7	3	7	x	-18
CC(=O)c1cccc(NC(=O)C2C3C=CC(C4CC34)C2C(=O)O)c1 (configuration not stated)	100	3	-3	97	-1	-4	11	102	-3
O=C(NCc1ccco1)c1ccc(NC(=O)C2COc3ccccc3O2)cc1 (configuration not stated)	110	9	-1	105	4	-8	-2	85	7

# Whole records from above:
# Record of `COc1ccc(-c2oc3ncn4nc(Cc5ccccc5)nc4c3c2-c2ccc(OC)cc2)cc1` → Lung fibro prol = 103; sEH inhibitor = -7; S1P2 agonist = -3; H69AR growth 86K = 85; PTPN22 act = 6; sEH act = 11; PostGolgi ctrl = 3; HUVEC inhibit = 86; S1P2 antag = -12
# Record of `N#Cc1cc2ccccc2nc1SCc1ccccn1` → Lung fibro prol = 95; sEH inhibitor = -22; S1P2 agonist = -7; H69AR growth 86K = 68; PTPN22 act = -2; sEH act = 27; PostGolgi ctrl = 1; HUVEC inhibit = 87; S1P2 antag = 13

# The listing continues.
SMILES	Lung fibro prol	sEH inhibitor	S1P2 agonist	H69AR growth 86K	PTPN22 act	sEH act	PostGolgi ctrl	HUVEC inhibit	S1P2 antag
CCCCn1c(=O)n(CC(O)c2ccccc2)c(=O)c2c1ncn2C1CCCC1 (configuration not stated)	104	8	-4	45	-12	-10	16	90	3
CCCCc1ccc(NC(=O)C2CCN(S(C)(=O)=O)CC2)cc1	95	24	-5	53	-3	-21	2	104	-16
O=C(NCCc1ccc(O)cc1)c1ccc(Cl)cc1	95	x	-6	59	4	x	-5	86	8
O=c1c2ccccc2nc(-c2ccc(Cl)cc2Cl)n1CCCn1ccnc1	100	6	-6	74	-8	-3	11	97	-7
COc1ccc(C)cc1N(CC(=O)NC1CCCC1)C(=O)CCC(=O)Nc1cc(C)on1	90	-18	-3	88	3	16	3	93	23
O=c1cc(N2CCN(Cc3ccccc3)CC2)c(-c2ccccc2)n[nH]1	x	6	-4	x	11	-5	23	x	12
COc1ccc(CCNC(=O)CSc2nc(O)c(CCC(C)C)c(=O)[nH]2)cc1OC	99	-5	-4	95	-9	10	x	101	-8
C=CCNC(=O)C(=O)NN=C1CCN(C)CC1	96	6	-5	96	-3	-7	-10	95	13
O=C(NCc1cccnc1)C1c2ccccc2C(=O)N1Cc1ccccc1 (configuration not stated)	108	14	-5	93	-4	-14	10	115	-5
O=C(Nc1nc(-c2cccs2)cs1)c1ccc(S(=O)(=O)N2CCCCC2)cc1	94	-4	-4	78	-4	2	41*	80	19
Cc1c(C(=O)NCC2CCCO2)sc2nc(-c3ccc(F)cc3)cn12 (configuration not stated)	106	x	x	82	x	x	2	91	x
O=C(CCOc1ccccc1)NCC(c1ccco1)N1CCCCC1 (configuration not stated)	96	-1	-8	93	-8	2	0	88	5
COc1ccc(OC)c(NS(=O)(=O)c2ccc(Cl)s2)c1	x	2	-3	x	-7	1	21	x	8
CCCc1nn(-c2ccccc2)c2c1C(c1cccs1)C(C#N)=C(N)O2 (configuration not stated)	93	12	-4	41	4	-10	6	75	10
CC(C)(C)C(=O)Nc1cccc(-c2nc3ccccc3[nH]2)c1	104	4	3	74	0	-5	1	101	-14
COc1cc(NC(=O)CSc2nc(C)cs2)cc(OC)c1	x	-8	-2	x	-7	11	4	x	-1
O=C1CC(c2ccc(Cl)cc2)n2nc(NS(=O)(=O)c3ccc(F)cc3)nc2N1 (configuration not stated)	x	-11	-7	x	-11	15	1	x	5
O=C(COc1ccc(Cl)cc1)N1CCCCC1	103	-4	-5	101	3	6	13	110	4
O=C(NCCc1ccncc1)C(F)(F)F	103	0	-4	109	5	-1	13	102	18
O=C(CCCOc1ccccc1)Nc1ccncc1	104	x	x	98	x	x	-4	97	x
COCCn1cc(C(=S)N2CCOCC2)c2ccccc21	100	0	-4	98	2	-2	-8	96	-5
Cc1cc(C)nc(N/N=C/c2ccco2)n1	102	6	-3	94	-3	-6	-2	95	-1
O=C(CCS(=O)(=O)c1cccc2nonc12)N1CCN(c2ccc(F)cc2)CC1	99	x	x	81	x	x	12	95	x
CC(c1ccccc1)N1CCn2c(nc3cc(NC(=O)NC4CCCCC4)ccc32)C1 (configuration not stated)	108	97*	-2	50	-3	-97	6	64	-6
CCn1c2ccccc2c2cc(/C=N/n3cn[nH]c3=S)ccc21	85	-6	-2	15*	-2	8	43*	76	-7
CCOC(=O)N1CCC(NC(=O)Cn2cccc2C(=O)c2ccccc2C)CC1	105	44	-7	82	6	-45	20	100	9
O=C(CCc1nc(-c2ccccc2)no1)NCCc1ccccc1	106	6	-8	102	4	-4	11	105	-1
CCN(CC)CCn1nc(C)nc1-c1ccccc1O	95	-5	-3	100	-4	6	-6	91	3
O=C(CN(Cc1ccccc1)C(=O)c1cc2c(s1)CCC2)NCc1cccs1	94	-4	-7	52	-4	6	35*	96	13
Nc1c(C(=O)Nc2ccc(Br)cc2)sc2nc(-c3ccco3)ccc12	x	-3	-9	x	10	4	-2	x	37
COc1ccc(/C=N/n2c(N)nc3ccccc32)cc1OC	103	0	-6	78	-3	-1	8	103	-1
Cc1cccc(OCC(=O)O/N=C(\N)Cc2cccs2)c1	x	1	-9	x	-4	0	3	x	-8
O=S(=O)(/N=C(\Sc1ccccc1)c1ccccc1)c1ccc(Cl)cc1	86	x	-3	85	12	x	8	66	3
CCOC(=O)c1cccc(NC(=O)C(C)N2C(=O)c3ccccc3C2=O)c1 (configuration not stated)	92	-6	-9	105	-5	7	9	98	22
Cn1c(SCc2ccon2)nc2ccccc2c1=O	108	-1	-5	90	15	4	1	102	-13
CCN1CC2=C(OC(N)=C(C#N)C2c2ccccc2)/C(=C\c2ccccc2)C1 (configuration not stated)	85	3	-2	63	-5	1	6	86	-11
COc1ccc(CCNC(=O)C(=O)NCC2CCCO2)cc1 (configuration not stated)	105	7	-7	98	4	-4	x	113	3
CCOc1ccc(-c2nc(CSc3nnc(N)s3)cs2)cc1	x	-14	-3	x	10	12	1	x	-12
C=CCn1c(=S)[nH]c2nc3c(cc2c1=O)CCCC3	95	-1	-2	65	-13	1	16	82	-3
O=C(c1cc2ccccc2oc1=O)N1CCN(c2ccccn2)CC1	95	x	-1	95	-4	x	-14	91	9
COC(=O)c1sc2ccccc2c1-n1cccc1C(=O)C(=O)Nc1ccccc1	x	3	-4	x	-5	3	12	x	4
O=C(CCc1ccc(S(=O)(=O)NCCc2ccccc2)cc1)N1CCN(Cc2ccc3c(c2)OCO3)CC1	104	7	-5	83	-13	-5	26	93	2
Cc1cccc(-n2c(Cc3cc(=O)[nH]c(=O)[nH]3)nnc2SCC(=O)NCc2ccco2)c1	89	2	-3	87	-4	0	x	89	-6
CC(=O)c1ccc(NC(=O)N[C@@H](CC(C)C)C(=O)O)cc1	99	22	-8	99	3	-24	8	102	15
CC(=O)Nc1cccc(NC(=O)CCn2c(=O)sc3ccccc32)c1	x	-6	-3	x	-5	9	-6	x	3
Cc1ccc(S(=O)(=O)N2CCC(C(=O)N3CCC(C(=O)NCC4CCCO4)CC3)CC2)cc1 (configuration not stated)	97	x	-9	81	9	x	11	88	-3
O=C(NCCSc1c[nH]c2ccccc12)c1ccc(Br)o1	100	10	-5	57	-4	-10	18	80	2
COc1ccc(/C(O)=C(\C#N)c2nc3ccccc3n2C)cc1OC	x	5	8	x	1	-7	2	x	9
Cc1ccc(NS(=O)(=O)c2cccc(C(=O)N3CCOCC3)c2)cc1	97	-1	-4	94	4	1	15	96	-3
O=C(CCCOc1ccccc1)Nc1nnc(C2CCCO2)s1 (configuration not stated)	102	x	-6	97	-20	x	14	95	-10
Cc1ccc(N(CC(=O)NCc2ccncc2)S(C)(=O)=O)cc1	103	9	-5	87	-3	-6	x	98	-3
c1ccc(Cn2nnc3c(N4CCN(Cc5ccc6c(c5)OCO6)CC4)ncnc32)cc1	94	x	-4	96	-3	x	11	85	17
CN(Cc1ccccc1)C(=O)c1cc(-c2ccc(Br)cc2)on1	96	11	-10	95	2	-12	28	102	4
CCCCOc1c(Cl)cc(CNC(C)(C)CO)cc1OCC	88	-14	-4	76	14	10	2	91	-9
CCc1cc2c(=O)c(-c3nc4ccccc4n3C)c(C)oc2c(CN2CCN(CCO)CC2)c1O	x	-3	-3	x	4	2	-1	x	4
CCCCn1nc2cc(C(=O)NC3CCCc4ccccc43)ccc2c1OCC (configuration not stated)	x	43	-6	x	1	-41	-4	x	4
c1ccc(C2CCC(N3CCC(N4CCCCC4)CC3)CC2)cc1 (configuration not stated)	x	4	-3	x	-3	-4	2	x	17
COc1ccccc1-c1noc(-c2ccccc2)n1	92	1	-8	86	2	0	11	79	1
COc1ccc2c(c1OC)C(=O)OC2Nn1cncn1 (configuration not stated)	107	-16	-12	100	-5	15	-3	102	15
